Screening results from PubChem.
T cell HTS: modulators of CD8 T cell-vesicle binding, primary screen, mouse 2C CD8+ T cells, flow cytometry; 2C CD8+ T cell-vesicle binding; hits give low values; calls only at 7 µM; hit rate 0.068% among 330,000;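 active = response, share of CD8 T cells binding vesicles, and their 90th percentile fluorescence all below set limits, cut at about 80% in these data, passing the limit was not always enough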
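Read-out – percent CD8+ FL2 mean versus row control · System – murine 2C transgenic CD8+ T lymphocytes · Times – 1.5 h cell–vesicle binding at 37 °C, then 20 min icy labelling · Control set – naked vesicles low, QL9 vesicles with vehicle high · Detection – cytometric PE anti-B7-1 and Alexa647 anti-CD8 signals after 1% paraformaldehyde fixation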
KOR beta-arrestin-1: KOR agonists, beta-arrestin recruitment, primary screen, cell-based, luminescence, uHTS (AID 1777) | Kappa-type opioid receptor (Homo sapiens) | KOR beta-arrestin recruitment, luminescence; higher % means a stronger effect | one-dose activation, % at 10 µM; EC50 in µM for titrated hits | hit rate 0.02% among 280,000; in the data active = activation above about 50%, passing the limit was not always enough; note: a part of the inactive calls stands beside numbers as strong as those of hits
KOR beta-arrestin-2: KOR antagonists, beta-arrestin recruitment, cell-based, luminescence, uHTS (AID 1778); KOR beta-arrestin recruitment, luminescence, antagonist mode; higher % means a stronger effect; one-dose inhibition, % at 10 µM; IC50 in µM for titrated hits; hit rate 0.091% among 290,000; Kappa-type opioid receptor (Homo sapiens); in the data active = inhibition above about 50%; note: strong numbers were not always called active
NTR1 agonist: agonists of NTR1, primary screen, imaging, U2OS cells, beta-arrestin-GFP, high content (AID 493036). Neurotensin receptor type 1 (Homo sapiens), P30989. NTR1-U2OS beta-arrestin-GFP spot imaging, agonist mode. activation, % at 20 µM. hit rate 0.17% among 330,000;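 active = activation at or above 40% of the spot to cytoplasm intensity ratio, with at least 20 cells analyzed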;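 note: 0% = DMSO without peptide and 100% = 100 nM NTR1 peptide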
Target sequence (P30989 whole entry, looked up): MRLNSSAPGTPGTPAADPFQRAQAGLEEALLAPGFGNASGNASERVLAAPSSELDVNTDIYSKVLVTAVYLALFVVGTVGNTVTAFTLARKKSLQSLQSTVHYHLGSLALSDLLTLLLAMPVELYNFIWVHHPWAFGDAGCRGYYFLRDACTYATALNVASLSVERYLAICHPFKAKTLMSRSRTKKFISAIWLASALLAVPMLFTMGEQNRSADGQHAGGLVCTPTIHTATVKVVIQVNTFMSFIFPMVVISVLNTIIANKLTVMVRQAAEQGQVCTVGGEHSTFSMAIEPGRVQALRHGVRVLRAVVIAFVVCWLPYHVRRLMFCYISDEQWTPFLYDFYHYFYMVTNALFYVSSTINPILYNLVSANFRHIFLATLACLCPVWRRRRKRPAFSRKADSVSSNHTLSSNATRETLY
GPR55 beta-arrestin: GPR55 agonists via beta-arrestin recruitment, primary screen, imaging, U2OS cells, beta-arrestin-GFP redistribution (AID 1961); G-protein coupled receptor 55 (Homo sapiens); U2OS GPR55 beta-arrestin-GFP redistribution imaging; higher % means a stronger effect; activation, % at 10 µM, or EC50 in µM where a hit was titrated; hit rate 0.048% among 290,000;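 active = activation above 40% with more than 50 cells counted in the well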;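 note: U2OS osteosarcoma cells stably expressing GPR55 and beta-arrestin-GFP; plate controls were DMSO negative control for no effect and LPI positive control for full effect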
GPR35 arrestin U2OS: GPR35 antagonists blocking zaprinast-driven arrestin recruitment, primary screen, imaging, U2OS, beta-arrestin-GFP, zaprinast agonist (AID 2058). G-protein coupled receptor 35 (Homo sapiens). U2OS GPR35 beta-arrestin-GFP translocation imaging, zaprinast antagonism; higher % means a stronger effect. inhibition, % at 10 µM; hits with a dose series show IC50 in µM. hit rate 0.052% among 290,000;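 active = inhibition of at least 50% with at least 30 cells and total cytoplasm GFP at most 10,000,000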
GPR55 antagonists: GPR55 antagonists blocking LPI-driven arrestin recruitment, primary screen, imaging, U2OS, beta-arrestin-GFP, LPI agonist (AID 2013); G-protein coupled receptor 55 (Homo sapiens); one-dose inhibition, % at 10 µM; IC50 in µM for titrated hits; hit rate 0.13% among 290,000; U2OS GPR55 beta-arrestin-GFP translocation imaging, LPI antagonism; higher % means a stronger effect;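 active = spots per cell inhibited over 60%, with over 100 cells counted and total cytoplasm intensity under 500,000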;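 note: U2OS cells stably carrying GPR55 and arrestin-GFP stimulated by 5 µM LPI near EC80; imaged beta-arrestin-GFP aggregate spots per cell after agonist stimulation; plate controls were LPI-stimulated DMSO wells for no effect and DMSO wells without LPI for full effect; some results filed as inactive read as strong as hits; confirmed hits need IC50 under 10 µM and bright autofluorescent wells are also inconclusive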
PhoP inhibition: inhibitors of PhoP regulon expression, primary screen, Salmonella Typhimurium, GFP reporter (AID 1863); hit rate 0.16% among 300,000; inhibition, % at 50 µM; hits with a dose series show IC50 in µM; S. Typhimurium PhoP-regulated promoter GFP reporter, 4 h; higher % means a stronger effect;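 active = inhibition over 29.93%, a cutoff 3 SD above the screen mean, later confirmed by dose response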;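 note: 0% = low Mg2+ inducing control and 100% = high Mg2+ repressing control; strong numbers were not always called active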
West Nile antiviral: West Nile virus antiviral activity, cell-based, CPE readout (AID 1621); West Nile virus-infected cells, CPE inhibition; higher % means a stronger effect; CPE inhibition, % at 10 µM, or IC50 in µM where a hit was titrated; hit rate 0.02% among 290,000; in the data active = a potency from the dose series; note: strong numbers were not always called active
T cell HTS vesicle-bound %: second read-out of T cell HTS, no call of its own (marks repeat the call); double positive events, %; measured here: CD8+ vesicle-bound cell fraction;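 binding gate set so that unloaded-vesicle control wells show 10% double positive cells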
NTR1 agonist cell count 20 µM: further read-out of NTR1 agonist, marked with its call; cell count; measured here: cell count, cytotoxicity flag
Starred values were filed as active, the others as inactive; i = inactive; nt = no result given; [ ] = another dose, or the depositor's remark.

SMILES	T cell HTS	T cell HTS vesicle-bound %	KOR beta-arrestin-1	KOR beta-arrestin-2	NTR1 agonist	NTR1 agonist cell count 20 µM	GPR55 beta-arrestin	GPR35 arrestin U2OS	GPR55 antagonists	PhoP inhibition	West Nile antiviral
CCn1c(N)c(C(=O)NC)sc1=S	i	30	-2.7%	4%	-1.7	89	-0.1%	14%	5%	-3%	0.1%
CCOC(=O)N1CCN(C(=O)CCC2CCCC2)CC1	i	61	-0.2%	-5%	1.0	59	-0.1%	3%	-1%	3%	-0.1%
Nc1nc(-c2ccccc2)cn1/N=C/c1ccccc1	i	16	0.3%	29%	0.5	39	0.5%	6%	-10%	-2%	0.0%
O=C(NCCCO)C(=O)Nc1cc2c3c(c1)CCC(=O)N3CCC2	i	16	-2.6%	-49%	-1.5	59	-0.3%	-8%	6%	-3%	0.0%
CC(=O)c1cccc(NC(=O)C2CCN(S(=O)(=O)c3ccc(C)cc3)CC2)c1	i	58	5.7%	13%	-0.8	61	0.4%	-9%	15%	3%	0.5%
S=C1NC[C@H](Cc2cccc3ccccc23)N1CC1CCCCC1	i	42	1.3%	28%	6.3	98	-0.1%	-7%	-5%	3%	-0.9%
CC(C)CC(=O)Nc1c(C(=O)N2CCN(Cc3ccccc3)CC2)oc2ccccc12	i	62	-7.9%	11%	3.9	79	-0.1%	-4%	10%	2%	-1.8%
COc1cc(C(=O)Nn2c(CC(C)C)nc3ccccc3c2=O)cc(OC)c1OC	i	8	-2.9%	8%[20 µM]	-0.7	58	0.7%	2%	3%	-2%	0.1%
O=C(NCc1ccc2c(c1)OCO2)c1nc(S(=O)(=O)Cc2ccccc2F)ncc1Cl	i	1	-3.4%	30%	0.9	45	-0.2%	4%	5%	-14%	-0.1%
CCCC(=O)c1c[nH]c(C(=O)NCc2cccnc2)c1	i	0	-0.1%	-23%[20 µM]	-0.7	39	0.7%	-6%	-10%	-5%	0.1%
CC(C)NC(=O)CSc1nnc(CNC(=O)OC(C)(C)C)n1C	i	57	2.9%	16%	-0.4	50	-0.2%	7%	5%	-7%	0.8%
FC(F)(F)c1nnc2c(Sc3ccccn3)nc3ccccc3n12	i	26	4.8%	-41%	4.3	68	0.5%	9%	-8%	-3%	1.8%
S=C(NCCc1ccc(Cl)cc1)Nc1ccc(Cl)cc1Cl	i	31	10%	-2%	7.0	47	-0.1%	-2%	4%	-2%	0.7%
O=C(NCc1ccco1)c1ccccc1NS(=O)(=O)c1cccs1	i	36	-2.1%	20%	-0.5	83	0.1%	6%	-3%	-8%	0.7%
COc1ccc(C2CC(c3ccc([N+](=O)[O-])cc3)=NN2C(=O)c2ccccc2)cc1OC (centres undefined)	i	40	0.8%	-30%[20 µM]	3.4	87	1.1%	-20%	-8%	5%	-0.9%
O=c1[nH]c(/C=C/c2ccc([N+](=O)[O-])cc2)c([N+](=O)[O-])c(=O)[nH]1	i	57	5.7%	-8%	-1.2	49	0.3%	-8%	-5%	1%	0.3%
COC(=O)c1ccccc1NC(=O)c1ccc(COc2cccc3ccccc23)o1	i	15	-3.3%	-38%	-1.3	84	-0.2%	-1%	-7%	2%	-1.3%
CCOC(=O)c1c(NC(=O)C2C3C=CC(C3)C2C(=O)O)sc2c1CCCC2 (centres undefined)	i	61	0.2%	4%[20 µM]	-0.1	47	0.2%	-8%	-2%	1%	0.4%
CC(=O)Nc1ccc(Sc2ccccc2C(=O)O)cn1	i	49	-1.5%	30%	-1.3	55	0.0%	-4%	7%	3%	-0.2%
CCOC(=O)c1c(C)[nH]c(C(=O)CN2C(=O)NC(C)(CC(C)C)C2=O)c1C (centres undefined)	i	52	-1.5%	-2%	0.6	30	0.2%	2%	1%	-8%	-0.8%
N#Cc1c(NC(=O)CSc2ncn(-c3ccccc3)n2)sc2c1CCCC2	i	27	2.9%	-46%	2.5	87	-0.1%	-10%	6%	-10%	0.2%
COCCn1c(NC(=S)NC(=O)C2CC2)cc(=O)[nH]c1=O	i	39	-5.9%	7%	-0.7	66	-0.7%	-11%	-1%	-4%	-0.3%
COc1cccc(OC)c1OCCOCCn1cnc2ccccc2c1=O	i	13	4.1%	-6%	-1.3	50	-0.2%	12%	13%	-4%	-0.1%
CCOC(=O)C1CCN(S(=O)(=O)c2ccc(NC(=O)OC)cc2)CC1	i	54	-1.6%	-1%	-1.7	63	0.2%	-4%	-2%	-2%	-0.1%
CCCCNC(=O)NNC(=O)c1ccc(F)cc1	i	3	-0.2%	-5%	1.4	77	-0.1%	-3%	2%	-7%	0.6%
Next part.
SMILES	T cell HTS	T cell HTS vesicle-bound %	KOR beta-arrestin-1	KOR beta-arrestin-2	NTR1 agonist	NTR1 agonist cell count 20 µM	GPR55 beta-arrestin	GPR35 arrestin U2OS	GPR55 antagonists	PhoP inhibition	West Nile antiviral
Cc1ccccc1OCCNC(=O)c1ccc2ccccc2n1	i	18	8.8%	-53%	3.9	40	-0.8%	6%	3%	12%	-0.5%
CCCCCNC(=O)C1CCC(Cn2c(=S)[nH]c3ccccc3c2=O)CC1 (centres undefined)	i	9	2.2%	-10%	6.2	65	-0.4%	-8%	-8%	-13%	-0.7%
O=C(C1CC1)N1CCN=C1SCc1cccc(C(F)(F)F)c1	i	32	-4.0%	14%	-5.5	95	0.0%	10%	19%	-2%	0.2%
O=C(O)CSCC(=O)N1CCCN(c2ccc(C(F)(F)F)cn2)CC1	i	22	-4.8%	8%	nt	nt	-0.3%	10%	3%	-1%	0.6%
CC(Cc1ccccc1)NC(=O)CSc1nc2nc3c(cc2c(=O)n1-c1ccccc1)COC(C)(C)C3 (centres undefined)	i	55	7.1%	8%	3.0	77	-0.1%	10%	18%	-8%	-0.1%
CCOc1ccc2nc(NC(=O)CCn3cccc3)sc2c1	i	43	-1.1%	13%	1.4	56	0.2%	-20%	-2%	0%	-0.2%
CCCc1nc2ccc(NC(=O)c3cccs3)cc2c(=O)n1Cc1ccccc1Cl	i	28	5.0%	9%	4.4	46	-0.3%	5%	8%	-7%	-0.4%
CC(=O)Nc1ccc(NC(=O)C(C)OC(=O)CCCOc2ccc(Cl)c(C)c2)cc1 (centres undefined)	i	27	1.6%	7%	0.0	71	0.0%	0%	18%	7%	-0.6%
O=C(Nc1cccc(Cl)c1)C1C2C=CC3(O2)C1C(=O)N(CCN1CCCCC1)C3C(=O)NC1CCCCC1 (centres undefined)	i	40	-4.2%	-25%	-0.5	65	0.6%	-3%	17%	-3%	-0.1%
Cc1cc(C)c2c(N)c(C(=O)NCc3ccco3)sc2n1	i	3	6.4%	-19%	-1.2	45	0.1%	-6%	-7%	6%	0.8%
CCn1c(=O)cc(OCC(=O)N2CCCCCC2)c2ccccc21	i	21	3.1%	24%	-1.1	76	-0.2%	22%	14%	-11%	1.6%
O=C(NCc1ccc(Cl)cc1)c1ccncc1	i	39	-9.0%	4%[20 µM]	1.1	62	0.4%	0%	-6%	0%	-0.2%
COC(=O)c1ccc(CSc2cc(C)c3ccccc3n2)o1	i	27	-3.3%	22%	2.1	50	0.0%	6%	-4%	-2%	0.0%
COc1ccc(C2CC(c3cccc(C)c3)n3ncnc3N2)cc1 (centres undefined)	i	31	-5.9%	13%	-2.9	49	0.8%	3%	-3%	-2%	0.2%
CONC(=O)Nc1ccccc1[N+](=O)[O-]	i	28	-1.5%	-43%	-0.3	39	-0.2%	10%	-14%	12%	0.1%
CCc1nc2n[nH]c(N)c2c2c1CSC(C)(C)C2	i	13	4.1%	-25%	-0.8	76	-0.1%	-13%	-14%	0%	-0.2%
NS(=O)(=O)c1ccc(NC(CNS(=O)(=O)c2ccccc2)c2ccccc2)cc1 (centres undefined)	i	10	6.9%	-11%	2.2	41	0.1%	-8%	3%	4%	0.0%
O=C(CCC(=O)NNC(=O)Nc1ccc(Cl)cc1)NCc1ccccc1	i	48	-3.6%	-2%	-1.2	53	-0.1%	20%	23%	4%	0.0%
Cc1ccc(Nc2nc(CSc3nnc(-c4ccccc4)n3C)cs2)cc1	i	9	0.7%	17%	5.0	51	0.0%	4%	63%	14%	-1.2%
CSc1cccc(NS(=O)(=O)c2ccc(C(C)=O)cc2)c1	i	47	9.2%	1%	2.4	88	-0.3%	-10%	-6%	-18%	-0.3%
O=C(NCc1cccc(Cl)c1)C1CCC(=O)N(CCCN2CCOCC2)C1 (centres undefined)	nt	nt	-2.6%	-4%	0.4	58	-0.2%	-7%	3%	nt	1.5%
O=C(c1cccn(Cc2cccc(Cl)c2)c1=O)N1CCOCC1	i	37	2.6%	-14%	-0.7	71	0.2%	6%	-10%	2%	0.3%
CC1=CC(=O)C=C(C)C1=NOc1ccc([N+](=O)[O-])cc1	i	36	-3.4%	19%	-0.4	32	-0.1%	3%	9%	-7%	0.5%
O=C(CCn1nc(-c2ccccc2)ccc1=O)N1CCCC1	i	45	-2.3%	-3%	1.7	63	-0.1%	-3%	7%	-3%	nt
CCn1c(SCC(=O)Nc2nc(C)c(C)s2)nc2cccnc21	i	38	-2.2%	8%	1.6	64	-0.4%	4%	7%	2%	nt
CCCn1c(C(C)NC(C)=O)nc2ccccc21 (centres undefined)	i	47	-0.5%	26%	-1.8	95	-0.1%	-2%	8%	5%	0.0%
Cc1ccc(-n2ncc3c(=O)n(CC(N)=O)cnc32)cc1C	i	51	2.8%	-52%[20 µM]	-0.6	53	0.3%	0%	-3%	2%	0.0%
Cc1ccccc1-n1nc2c(c1NC(=O)c1cccs1)CS(=O)(=O)C2	i	44	10%	-14%	-0.6	48	-0.1%	-4%	-1%	6%	1.2%
Cc1ccc2c(c1)nnn2C1CCN(CC(=O)NCc2ccccc2F)CC1	i	49	-6.7%	-32%[20 µM]	2.2	80	-0.1%	20%	2%	-1%	-1.4%

Outcome played no part in choosing rows. Share with any hit: about 0.62%.
